zfTRPN1 agonist = zebrafish TRPN1 (NompC) channel agonism; HEK293 zebrafish TRPN1-YFP, Fluo-8 calcium fluorescence; 100% = response to 87 µM carbachol; activation, % at 3 µM; 0.18% of 220,000 active;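 active = activation above its plate's cutoff, the mean activation of test wells on that plate plus 3 SD, cut at about 19% in these data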;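 note: 0% = DMSO alone and 100% = 87 µM carbachol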
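Assay system: Zebrafish TRPN1-YFP in HEK293 cells | Incubation: Dye loading 1 h at 37 °C, then 30 min room temperature | Measured by: Kinetic Fluo-8 fluorescence, ex 470-495, em 515-575 nm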
m-calpain inh = blocks pig calpain II enzyme activity; purified calpain II, fluorogenic peptide substrate, 30 min; inhibition, % at 16 µM; 0.37% of 220,000 active; AID 1236;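 active = inhibition above about 50%, limit read from the data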
S1P4 antagonist = antagonists of human S1P4 receptor. S1P4-expressing cells, antagonist mode, reporter read-out. inhibition, % at 4.98 µM. AID 1510. 0.26% of 220,000 active. O95977; in the data active = inhibition above about 29%;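 note: 0% = wells stimulated with agonist and 100% = vehicle wells without agonist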
Target sequence (O95977 whole entry, looked up): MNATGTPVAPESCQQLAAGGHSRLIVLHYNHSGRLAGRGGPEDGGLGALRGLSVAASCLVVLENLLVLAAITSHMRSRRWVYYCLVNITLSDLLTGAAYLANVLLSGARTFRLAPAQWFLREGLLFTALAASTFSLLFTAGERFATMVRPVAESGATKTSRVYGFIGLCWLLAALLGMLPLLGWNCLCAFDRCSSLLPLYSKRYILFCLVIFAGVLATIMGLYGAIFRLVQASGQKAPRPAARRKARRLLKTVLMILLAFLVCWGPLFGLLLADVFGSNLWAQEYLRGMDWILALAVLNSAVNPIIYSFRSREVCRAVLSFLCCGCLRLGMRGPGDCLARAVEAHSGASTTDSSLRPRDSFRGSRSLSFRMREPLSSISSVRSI
S1P4 ag = activates the human S1P4 receptor; O95977; S1P4-expressing cell line, agonist reporter assay; activation, % at 4.98 µM; 0.35% of 220,000 active; AID 1509; in the data active = activation above about 11%;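 note: 0% = DMSO vehicle and 100% = reference agonist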
Ba/F3 V617F tox = lowers viability of Ba/F3 cells expressing EpoR and JAK2V617F. ATP luminescence. inhibition, % at 5.6 µM. 1.1% of 220,000 active. AID 1446;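 active = inhibition above the campaign mean plus 3 SD over all tested compounds, cut at about 24% in these data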;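 note: cytokine-independent growth of Ba/F3 cells driven by EpoR plus mutant JAK2; 0% = DMSO-treated cells and 100% = JAK inhibitor I control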
EP2 mod = EP2 receptor (human) modulation | P43116 | EP2-expressing cells, cAMP HTRF FRET, PGE2 co-stimulation | induction, % at 25 µM | 0.83% of 260,000 active | AID 940;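 active = compounds whose cAMP rise, as percent of the full-agonist control response, exceeds 60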;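 note: rat C6 glioma line stably carrying human EP2 under a CMV promoter; the protocol text gives 20 µM as final concentration; 100% = response of wells given 1 µM PGE2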
Target sequence (P43116 whole entry, looked up): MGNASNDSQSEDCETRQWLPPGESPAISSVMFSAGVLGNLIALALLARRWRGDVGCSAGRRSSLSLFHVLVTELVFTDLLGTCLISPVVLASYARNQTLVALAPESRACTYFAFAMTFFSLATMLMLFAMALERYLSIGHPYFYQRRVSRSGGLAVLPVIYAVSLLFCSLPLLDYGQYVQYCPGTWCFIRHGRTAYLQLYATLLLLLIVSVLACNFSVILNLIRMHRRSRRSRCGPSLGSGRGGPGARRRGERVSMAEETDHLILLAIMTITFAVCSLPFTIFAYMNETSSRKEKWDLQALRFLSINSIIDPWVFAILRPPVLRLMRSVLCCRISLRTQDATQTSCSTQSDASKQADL
PERK inh = human PERK inhibition, primary cell-based screen. CHO PERK-DD fusion, SEAP luminescence translation reporter. inhibition, % at 5.6 µM. 0.17% of 220,000 active;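 active = inhibition above the mean inhibition of all tested compounds plus 3 SD, set separately per screening campaign, cut at about 2.9% in these data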;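 note: PERK kinase domain activated by AP20187 dimerizer at 100 nM; 0% = DMSO with dimerizer and 100% = rapamycin at 8.4 µM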
BaF3 parental = reduces parental Ba/F3 cell viability, JAK2V617F counter-screen; CellTiter-Glo ATP luminescence; inhibition, % at 5.6 µM; 1.1% of 220,000 active; AID 1486;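 active = inhibition above a per-campaign cutoff, the mean inhibition of all tested compounds plus 3 SD, cut at about 27% in these data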;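 note: 0% = DMSO wells and 100% = JAK Inhibitor I control wells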
TRPML3 agonist = agonists of human TRPML3 channel | HEK293 TRPML3-YFP, Fluo-8 calcium fluorescence; 100% = the carbachol control signal | 0.29% of 220,000 active | activation, % at 3 µM | Q8TDD5 | AID 1448;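 active = activation above its plate's cutoff, the mean activation of the plate's test wells plus 3 SD, cut at about 12% in these data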;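 note: 0% = DMSO only wells and 100% = carbachol wells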
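Material: TRPML3-YFP stable HEK293 cells | Dosing: One concentration, 3 µM nominal, 0.3% DMSO | Timing: 125 s total fluorescence read per well | Technique: Fluo-8 calcium dye fluorescence, ex 470-495, em 515-575 nm | Measure: Percent activation from peak-to-basal fluorescence ratio, scaled between DMSO and carbachol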
Numbers without * were called inactive; i = inactive. The order is random. Share with any hit: about 3.6%.

SMILES	zfTRPN1 agonist	m-calpain inh	S1P4 antagonist	S1P4 ag	Ba/F3 V617F tox	EP2 mod	PERK inh	BaF3 parental	TRPML3 agonist
CC(C)CC(=O)NS(=O)(=O)c1ccc(NC(=O)c2ccco2)cc1	1.5	23	-16	-0.2	2	16	0.1	7	0.8
COc1ccc(C(CC(=O)O)NC(=O)COc2ccccc2)cc1OC (configuration not stated)	0.1	-21	4	2.1	3	25	0.4	12	0.4
Cc1cccc(NC2=CC(=O)OC(C)C2)c1 (configuration not stated)	0.1	21	27	-1.1	0	0	0.5	2	0.9
Cc1ccccc1C(=O)NNC(=O)C(=O)Nc1cccc(Cl)c1C	0.9	-79	-13	-1.7	5	11	1.3	12	0.1
Cc1cc(C)n(CC(=O)N2c3ccccc3Sc3ccc(C(F)(F)F)cc32)n1	-1.3	1	-3	1.5	0	38	0.3	6	-1.0
Cc1cc(C)nc(NC(=O)COc2cc(Cl)cc(Cl)c2)n1	1.1	-52	-7	1.6	3	-2	-0.5	6	0.6
CCOc1ccc(C(C)=O)cc1CSc1nc2nc(C)cc(C)n2n1	-0.7	10	-5	0.4	8	13	-0.6	11	-0.3
CCN(C(=O)CSc1nnc(-c2ccc(Cl)cc2)n1C)C1CCS(=O)(=O)C1 (configuration not stated)	-0.4	-5	-3	-0.2	0	24	1.0	-1	0.8
O=C(O)CCN(CCC(=O)O)c1nnc(SCc2ccccc2)s1	0.6	-16	-6	3.7	4	22	0.9	8	0.4
COc1cccc(SCC2(O)CCN(C(=O)c3ccc(Cl)cc3)CC2)c1	1.8	11	15	-0.7	4	-60	0.2	11	0.5
Nc1nnc(Cc2ccccc2F)s1	0.8	18	-9	-1.8	3	0	-0.1	3	0.6
O=C(N/N=C/C(Cl)=C\c1ccccc1)c1cnccn1	0.1	10	-8	0.3	-1	-9	-0.1	3	0.5
Cc1cc(C)c2nc(N3CCC(C(=O)NCc4cccnc4)CC3)sc2c1	0.6	44	-21	1.1	5	6	-0.4	8	0.5
O=C(CCCOc1ccc(Cl)cc1)Nc1cccc(C(=O)O)c1	0.4	-4	6	0.5	-2	10	1.5	2	1.4
COc1ccc(C(=O)Cn2nc(CNc3ccc(Br)cc3)[n+]3c2CCCCC3)cc1	1.1	-2	-4	0.7	-4	13	-0.7	-2	0.5
NC(=O)CC[C@@H]1NC(=O)C(Cc2ccc(O)cc2)NC(=O)c2cc([N+](=O)[O-])cc(F)c2NCCC[C@@H](C(N)=O)NC1=O (some centres not stated)	1.0	3	-6	2.6	4	4	-0.6	8	0.7
Cc1ccc([N+](=O)[O-])cc1NC1OC(CO)C(O)C1O (configuration not stated)	0.1	-23	-17	0.4	-2	0	2.0	4	-0.7
CN1CCN(S(=O)(=O)c2ccc3c4c(cccc24)C(=O)N3)CC1	0.2	-462	1	0.1	-4	22	0.6	-2	-0.4
COCCN(CCOC)C(=O)N1CCOCC1	2.1	-33	-7	1.2	-5	8	0.9	-2	-0.8
COc1cc2nc(=S)n3[nH]c(CCn4nc(C)cc4C)nc3c2cc1OC	2.9	3	-10	-0.8	4	11	-0.4	7	0.8
CCN(CC)c1ccc(N2C(=O)/C(=C\c3cccs3)SC2=S)cc1	-0.2	34	-1	0.6	1	9	-0.9	4	1.2
CC(C)(C)NC(=O)C(c1ccc(F)cc1)N(CCc1ccccc1)C(=O)c1ccn[nH]1 (configuration not stated)	1.8	29	8	0.0	1	19	-1.1	5	0.8
Cc1cccc(C2Nc3ccccc3C(=O)N2c2ccc(F)cc2)n1 (configuration not stated)	0.2	i	1	2.2	-4	22	-0.1	1	1.3
CCC(C)NC(=O)CSC1=Nc2ccccc2C2=NC(CC(=O)NCc3ccc(F)cc3)C(=O)N12 (configuration not stated)	-1.0	-109	-17	-1.1	3	14	-1.0	4	0.0
Cc1cc(C(F)F)n2nc(C(=O)Nc3ccc(F)cc3F)nc2n1	1.0	-30	5	-0.9	-1	11	1.5	2	1.1
O=C(NCC1CC1)C1CCCN(S(=O)(=O)c2ccc(-n3cnnn3)cc2)C1 (configuration not stated)	0.8	-10	-2	-0.5	-1	6	0.9	-1	0.8
CS(=O)(=O)N1CCC(C(=O)Nc2ccccc2F)CC1	1.4	-16	-6	1.6	1	8	0.7	4	-0.1
C=CCn1c(C)cc(C(=O)COC(=O)/C=C/c2cccc(OC)c2)c1C	0.5	12	-3	0.5	-1	-21	1.1	-1	0.3
O=C(c1ccc(Cl)c(Cl)c1)N(Cc1ccco1)c1ccc(O)cc1	-0.3	-18	-3	2.4	-1	-11	-0.1	2	-0.3
Cc1ccc(-c2nnc3c(C(F)(F)F)nc4ccccc4n23)cc1	-0.2	i	-18	-1.6	-7	3	1.2	4	0.8
S=c1[nH]ncc2ccccc12	0.9	-1	-15	1.4	-1	11	1.4	3	0.8
NC(=O)[C@@H]1[C@@H]2C(=O)N(c3ccc(F)cc3)C(=O)[C@@H]2[C@H]2C=Cc3ccccc3N21	2.8	-33	5	-0.1	-2	-16	1.1	-7	1.9
O=C(CSc1nnc(-c2ccncc2)n1-c1ccccc1)N1CCN(c2ccc(Cl)cc2)CC1	0.0	-22	-6	0.8	2	-11	-0.4	8	0.9
O=S(=O)(CC(CN1CCCC1)N1CCCC1)c1ccc2ccccc2c1 (configuration not stated)	0.5	-23	-3	1.0	4	3	-0.7	7	-0.3
Cc1ccc(-n2c(-c3ccco3)nc3c(cnn3-c3ccc(C)cc3)c2=O)cc1	1.0	-14	-14	-3.0	2	28	0.8	2	1.2
Fc1ccccc1NC(=S)N1CCC(c2ccccc2)C1 (configuration not stated)	-2.3	15	5	-0.4	-5	-10	1.7	1	0.2
O=c1cc(C(F)F)oc2c1ccc1ccccc12	1.3	-115	-19	2.1	-2	29	0.4	0	0.3
CN(C)S(=O)(=O)c1cccc(NC(=O)COC(=O)CNC(=O)c2ccccc2F)c1	0.8	5	-6	1.9	-5	14	0.5	2	0.6
CN(C)C(=S)Nc1ccc(N2CCOCC2)cc1	1.1	0	4	1.6	-3	5	2.5	-4	0.3
Cc1ccc(S(=O)(=O)N2CCCC2C(=O)Nn2cnnc2)cc1 (configuration not stated)	0.9	20	-7	0.1	5	3	1.5	8	1.0
CCN(CC)S(=O)(=O)c1ccc(C)c(NC(=O)c2cc(C)oc2C)c1	-2.3	-16	-18	-0.6	-4	-25	-0.3	1	-0.2
Cc1ccc(CNC(=O)COC(=O)c2c(C)noc2C)cc1	-1.0	-19	1	-0.9	7	-6	1.1	10	0.4
Cc1ccc(C(=O)O/N=C(/c2nonc2N)N(C)C)cc1	0.4	11	-9	2.3	3	8	-0.4	0	1.3
O=C1OCC2=C1C(c1ccc(Cl)cc1)CC(=O)N2c1ccc(F)cc1 (configuration not stated)	1.5	-5	3	2.1	0	2	0.2	7	0.3
O=C(NCc1nc2ccccc2[nH]1)c1ccc(Cl)c(S(=O)(=O)N2CCCC2)c1	-0.6	-62	2	-1.5	-1	3	0.0	6	0.2
O=C(COc1ccccc1F)NCC(c1ccco1)N1CCCC1 (configuration not stated)	0.3	-27	-5	1.2	1	2	1.0	7	1.4
Cc1nn(C)c(Nc2ccc(Br)cc2)c1Br	4.2	4	-2	-0.7	2	-24	0.2	8	1.6
CC(C)Cc1nc2oc3c(=O)[nH]cnc3c2c2c1CCCC2	0.4	22	12	-1.1	9	34	0.1	11	-0.3

3 compounds out of the list above, ordered by their value in S1P4 antagonist, rising:
SMILES,m-calpain inh,S1P4 antagonist,S1P4 ag,EP2 mod,PERK inh,TRPML3 agonist
O=C(COc1ccccc1F)NCC(c1ccco1)N1CCCC1 (configuration not stated),-27,-5,1.2,2,1.0,1.4
Cc1nn(C)c(Nc2ccc(Br)cc2)c1Br,4,-2,-0.7,-24,0.2,1.6
CN(C)C(=S)Nc1ccc(N2CCOCC2)cc1,0,4,1.6,5,2.5,0.3

Quoted at random: 6 entries already listed
SMILES	zfTRPN1 agonist	m-calpain inh	S1P4 antagonist	S1P4 ag	Ba/F3 V617F tox	EP2 mod	PERK inh	BaF3 parental	TRPML3 agonist
Cc1ccc(S(=O)(=O)N2CCCC2C(=O)Nn2cnnc2)cc1 (configuration not stated)	0.9	20	-7	0.1	5	3	1.5	8	1.0
O=c1cc(C(F)F)oc2c1ccc1ccccc12	1.3	-115	-19	2.1	-2	29	0.4	0	0.3
CN(C)C(=S)Nc1ccc(N2CCOCC2)cc1	1.1	0	4	1.6	-3	5	2.5	-4	0.3
CN(C)S(=O)(=O)c1cccc(NC(=O)COC(=O)CNC(=O)c2ccccc2F)c1	0.8	5	-6	1.9	-5	14	0.5	2	0.6
O=C(NCc1nc2ccccc2[nH]1)c1ccc(Cl)c(S(=O)(=O)N2CCCC2)c1	-0.6	-62	2	-1.5	-1	3	0.0	6	0.2
CCN(CC)S(=O)(=O)c1ccc(C)c(NC(=O)c2cc(C)oc2C)c1	-2.3	-16	-18	-0.6	-4	-25	-0.3	1	-0.2

More records:
SMILES	zfTRPN1 agonist	m-calpain inh	S1P4 antagonist	S1P4 ag	Ba/F3 V617F tox	EP2 mod	PERK inh	BaF3 parental	TRPML3 agonist
Cc1nc2cc(-c3ccsc3-n3c(C)ccc3C)[nH]n2c(=O)c1Cl	1.4	-73	-2	-3.0	0	-16	2.0	3	0.3
CC(OC(=O)c1ccccc1NCc1ccco1)C(=O)Nc1ncc(Cl)cc1Cl (configuration not stated)	-0.6	-314	-15	0.3	3	26	-0.5	8	-0.8
Cc1ccc(NC(=O)/C=C\C(=O)NCC(=O)O)cc1	1.2	2	-6	2.0	-2	36	1.9	0	0.8
Cc1ccccc1-c1nnc(NC(=O)c2cc3ccccc3oc2=O)s1	-0.4	15	12	-0.3	-1	15	0.4	6	0.8
Cn1c(-c2c(N)n(-c3ccccc3)c3nc4ccccc4nc23)nc2ccccc21	5.9	-46	20	0.7	2	-8	-1.8	9	1.7
COc1cc(OC)cc(-c2nnc(SCC(=O)N3CCCC3)o2)c1	-0.5	-8	0	-3.2	2	-5	0.3	9	-0.1
COCCN(C(=O)CSc1nc2ccccc2c(=O)n1CCOC)c1c(N)n(Cc2ccccc2)c(=O)[nH]c1=O	0.5	-2	-9	-0.2	-3	32	0.5	0	0.2
CC1CN(CC(=O)Nc2ccccc2Sc2ccccc2)CC(C)O1 (configuration not stated)	0.4	0	-5	5.3	0	8	-0.1	0	-0.1
COc1ccc(NC(=S)Nc2cc(C)ccn2)c(OC)c1	0.9	5	-5	-3.4	2	-32	-1.0	9	1.2
O=C1C2C(c3ccccc3)C=CC(c3ccccc3)C2C(=O)N1C1CCCCC1 (configuration not stated)	-1.9	2	-12	3.8	-1	36	-1.2	4	-0.1
CCC(CC)=NNc1ccc([N+](=O)[O-])cc1[N+](=O)[O-]	0.7	-7	4	-1.2	-2	31	1.8	0	0.9
Cc1cc(F)ccc1S(=O)(=O)Nc1ccccc1C(=O)NCc1cccnc1	-0.9	-88	-2	0.9	6	-9	-0.6	8	-0.6

Compound activity as filed in PubChem.
